Bioassay records (PubChem)
NCI-60 one-dose screen, 48 h, at 10 µM unless noted. Numbers give growth in % (100 = growth as untreated, 0 = no growth, -100 = all killed).
MALME-3M = MALME-3M melanoma. 5.8% of 78,000 active
MDA-MB-435 = MDA-MB-435 melanoma. 7.8% of 82,000 active. AID 1794794
UACC-257 = UACC-257 melanoma. AID 1794764. 4.4% of 78,000 active
SK-MEL-2 = SK-MEL-2 melanoma; 4.7% of 77,000 active
UACC-62 = UACC-62 melanoma | 5.4% of 81,000 active
SK-MEL-5 = SK-MEL-5 melanoma; 6.4% of 80,000 active; AID 1794755
LOX IMVI = LOX IMVI melanoma | 7.4% of 79,000 active | AID 1794757
SK-MEL-28 = SK-MEL-28 melanoma; 4.1% of 81,000 active; AID 1794761
The depositor's hits bear a star; . = no result given; & = joins results of further samples; [ ] = remark or other dose. Rule for the calls: active = growth percent below 10; inactive = the rest.

no.	Compound	LOX IMVI	UACC-257	MALME-3M	UACC-62
1	O=C1C=CC(=O)N1c1ccccc1N1C(=O)C=CC1=O	97	115	144	87
2	Nc1nc(C(=O)OCCBr)cs1	95	111	108	98
3	O=C1N(CCl)c2ccccc2C1(Cl)Cl	98	101	97	95
4	CC1(C)CC(=O)C(c2ccccc2)=C(O)c2ccccc21	110	99	115	101
5	Cn1c(C(N)=O)cc2c1-c1nc(NC3CCCCC3)ncc1CCC2	90	106	.	103
6	CCOC(=O)/C(F)=C/C1CC1Cc1ccc(OC)cc1 (configuration not stated)	97	107	97	89
7	COc1ccc(-c2cnc3[nH]c(-c4cc(OC)ccc4OC)c(C#N)c(=O)n23)cc1	95	100	96	93
8	O=C1c2c(O)cc(O)cc2-c2c(-c3ccc(O)cc3)oc3cc(O)cc1c23	18	68	55	.
9	COC1(OC)C2(Cl)CC(OC(C)=O)C1(Cl)C(Cl)=C2Cl (configuration not stated)	107	103	112	105
10	C[C@H](C(=O)NCc1ccc2c(c1)OCO2)C1CCN(C(=O)c2cc3ccccc3[nH]2)CC1	95	.	.	82

no.	SK-MEL-5	SK-MEL-2	MDA-MB-435	SK-MEL-28
1	106	99	122	114
2	102	111	111	105
3	100	99	109	105
4	.	114	104	114
5	95	105	96	97
6	87	108	111	117
7	102	118	105	102
8	.	72	53	.
9	100	105	99	114
10	94	92	104	105

(continued)
no.	Compound	LOX IMVI	UACC-257	MALME-3M	UACC-62
11	N#Cc1c(-c2ccc(Cl)cc2Cl)c(C#N)c(=O)n(-c2ccccn2)c1N	92	100	84	86
12	Clc1ccc(Nc2n[nH]c(-c3ccccc3)n2)cc1	97	106	91	.
13	C=C(C)[C@@H]1CC[C@]2(C(N)=O)CC[C@]3(C)[C@H](CC[C@@H]4[C@@]5(C)CCCNC(C)(C)[C@@H]5CC[C@]43C)[C@@H]12	77	58	75	87
14	Cc1cc2nc(C(Cl)Cl)nc(C)n2n1	99	97	93	97
15	O=C(c1cc2ccccc2[nH]1)N(CC(F)(F)F)C1CCC(NCc2ccccc2)CC1 (configuration not stated)	92	87	88	88
16	CSC(=S)OC(C)CC(C)C (configuration not stated)	98	104	90	119
17	N=C(N)SCCc1ccccc1	99	132	125	104
18	Cc1cccc(Cl)c1NC(=O)Nc1ccc(C#N)cc1	.	99	93	85
19	COc1ccc(C(=O)c2cc(OC)c(OC)c(OC)c2)cc1/C=C/C(=O)c1ccc(O)cc1	0.7*	36	92	20
20	COc1ccc(C2N=C(N)NC(Nc3nn[nH]n3)=N2)cc1 (configuration not stated)	96	102	99	94

no.	SK-MEL-5	SK-MEL-2	MDA-MB-435	SK-MEL-28
11	92	89	95	90
12	108	88	112	113
13	67	105	79	85
14	99	99	103	107
15	87	96	105	95
16	105	101	108	110
17	101	117	136	99
18	87	114	88	113
19	11	15	19	22
20	96	107	100	121

(list continues)
no.	Compound	LOX IMVI	UACC-257	MALME-3M	UACC-62
21	NS(=O)(=O)c1ccc(N2C(=O)CCC2=O)cc1	100	89	117	93
22	CS(=O)(=O)Nc1ccc(CNC(=O)c2ccsc2Nc2ccnc(C(F)(F)F)c2)cc1	95	103	81	100
23	Cc1ccc2nc(NC(=O)CSc3nc(-c4ccc(F)cc4)c(C#N)c(=O)[nH]3)sc2c1	98	110	105	92
24	CC(=O)Oc1c(C(=O)O)ccc2ccccc12	97&99	99&103	105&123	102&91
25	Cn1cc(-c2cnc3ccc(NC(=O)Nc4ccc(F)c(Br)c4)cc3n2)cn1	4.1*	48	36	-41*
26	CCn1cc(C(=O)O)c(=O)c2cc(F)c(N3CCN(C(=O)CSc4nc(-c5ccccc5)c(C#N)c(=O)[nH]4)CC3)cc21	95	93	128	94
27	S=C(Nc1ccccc1)N1CCN(c2ncnc3c2cnn3-c2ccccc2)CC1	88	110	110	97
28	CCOC(=O)c1nn(C2CCCCO2)c2ccc(NC(=O)Cc3cccc4ccccc34)cc12 (configuration not stated)	93	94	99	74
29	O=C(O)/C=C\C(=O)Nc1cccc2ccccc12	104&102	101&95	119&116	80&100
30	CSc1ncc2ncn(C3OC(CO)C(O)C3O)c2n1 (configuration not stated)	108	126	126	103

no.	SK-MEL-5	SK-MEL-2	MDA-MB-435	SK-MEL-28
21	110	110	113	100
22	96	143	100	109
23	101	112	104	106
24	118&107	105&108	107&109	100&117
25	-9.1*	-3.4*	21	50
26	103	99	107	99
27	94	106	103	104
28	90	95	93	100
29	108&95	130&88	103&113	116&101
30	129	.	104	115

(cont.)
no.	Compound	LOX IMVI	UACC-257	MALME-3M	UACC-62
31	Cn1cc(-c2nn3cc(-c4ccc(F)cc4)nc3s2)c2ccccc21	90	85	82	73
32	CCOC(=O)[C@]12CCC(C)(C)C[C@H]1C1=CC[C@@H]3[C@@]4(C)C/C(=C/c5cccnc5)C(=O)C(C)(C)[C@@H]4CC[C@@]3(C)[C@]1(C)CC2	74	85	89	68
33	N/N=C1/C(=O)c2cccc3cccc1c23	116	111	94	95
34	C/C(=N\Nc1ncc(C#N)c(N)n1)c1ccc(Br)cc1	96	104	84	95
35	COc1cc2c(c(OC)c1OC)CCC(c1cccc(C(=O)Nc3ccccc3Br)c1)O2 (configuration not stated)	90	91	90	66
36	COP(=O)(OC)C(c1ccccc1)(c1ccccc1)c1ccccc1	84	82	103	71
37	CCOC(=O)c1ccc2c(c1)[n+](=O)c(C(C)=O)c(C(F)(F)F)n2[O-]	-60*	-37*	-40*	3.0*
38	COc1cc2c(c(OC)c1OC)CCC(c1cccc(NC(=O)c3cccc(Cl)c3)c1)O2 (configuration not stated)	96	94	87	68
39	Cn1cc(-c2nc(-c3ccsc3)cs2)c2ccccc21	88	.	82	73
40	COc1cccc(Nc2nc(N)nc(CN3CC(C)CC(C)C3)n2)c1 (configuration not stated)	100	96	97	104

no.	SK-MEL-5	SK-MEL-2	MDA-MB-435	SK-MEL-28
31	84	114	105	109
32	72	90	79	91
33	105	102	104	113
34	94	103	94	100
35	86	88	94	95
36	90	101	91	109
37	-94*	12	2.8*	28
38	80	96	90	92
39	88	93	98	94
40	104	99	87	102

More entries follow:
no.	Compound	LOX IMVI	UACC-257	MALME-3M	UACC-62
41	CC1=CC(C)(C)NC(=S)N1c1cccc2cc(S(=O)(=O)O)ccc12	102	121	137	95
42	CCN(CC1CN(C(C)(C)c2ccc(OC)cc2)C1)C(=O)c1cc2ccccc2[nH]1	95	91	83	95
43	CCN(CC)C12CCCCC1(C)C(C#N)(C#N)C(C#N)=C(N)O2 (configuration not stated)	99	114	92	91
44	O=C1CCC(NCCO)N1 (configuration not stated)	92	103	101	92
45	NC(N)=NC1CCCCC1	92	91	101	100
46	C=CS(=O)(=O)c1ccc(Nc2cc(S(=O)(=O)O)c(N)c3c2C(=O)c2ccccc2C3=O)cc1	84	110	107	95
47	O=c1[nH]c2cn(-c3ccccc3)nc2c(=O)n1O	102	85	93	97
48	O=[N+]([O-])c1ccc(N/N=C(/C(=N/Nc2ccc([N+](=O)[O-])cc2)c2ccccc2)c2ccccc2)cc1	61	99	100	79
49	CCCCCCCCCCCCCCCCC1CC(=O)OC1=O (configuration not stated)	103	104	114	102
50	NC(=O)NC(=O)/C=C\C(=O)OCCOC(=O)/C=C\C(=O)NC(N)=O	97	.	99	101

no.	SK-MEL-5	SK-MEL-2	MDA-MB-435	SK-MEL-28
41	111	120	113	107
42	94	103	98	101
43	116	112	97	99
44	99	108	100	104
45	107	101	104	109
46	99	71	112	113
47	101	94	104	97
48	86	11	86	121
49	103	113	101	105
50	109	99	111	125

Following part
no.	Compound	LOX IMVI	UACC-257	MALME-3M	UACC-62
51	O=C1NC(=O)/C(=C/N2N=C(c3ccc(Cl)cc3)CC2c2ccc(F)cc2)S1 (configuration not stated)	80	111	111	88
52	Cc1ccc(N=C(N)N)cc1	96	71	100	96
53	O=c1[nH]c(NC2CCCC2)nc2sc3c(c12)CCCC3	99	.	102	97
54	Cn1cc(-c2nonc2-c2cn(C)c3ccc(Br)cc23)c2ccccc21	31	49	30	22
55	Cc1cc(=O)oc2cc(OCCOc3ccc(/C=C/C(=O)Nc4ccc(F)c(Cl)c4)cc3)ccc12	91	104	93	93
56	Nc1nc(-c2cc(C(c3ccccc3)c3ccccc3)nc(N)n2)cc(C(c2ccccc2)c2ccccc2)n1	90	90	88	91
57	COc1ccc(-c2c(C#N)c(N)n(-c3cccc(C(F)(F)F)c3)c(=O)c2C#N)cc1	95	95	97	93
58	Cc1ccc(Oc2nc(SCC(=O)Nc3nc4ccc(C)cc4s3)nc(-c3ccccc3)c2C#N)cc1	91	115	107	81
59	Cc1cccc(-c2ccc3c4c(cccc24)C(=O)N(c2nc4ccccc4s2)C3=O)c1	94	101	76	82
60	COc1ccc(Cn2c(C)cc3c2CSCC3=O)cc1	73[100 µM]	90[100 µM]	95[100 µM]	46[100 µM]

no.	SK-MEL-5	SK-MEL-2	MDA-MB-435	SK-MEL-28
51	80	107	102	112
52	105	103	108	115
53	101	92	90	111
54	37	33	-20*	56
55	98	103	98	94
56	100	109	103	104
57	103	105	103	105
58	98	108	97	107
59	94	107	98	101
60	42[100 µM]	121[100 µM]	66[100 µM]	81[100 µM]

More records.
no.	Compound	LOX IMVI	UACC-257	MALME-3M	UACC-62
61	CN1CCC(=C(C#N)C#N)CC1	93	145	.	92
62	NC1CCC(Nc2nc(NCc3cc(Cl)ccc3O)c3ncn(C4CCCC4)c3n2)CC1 (configuration not stated)	-74*	-59*	-65*	-59*
63	CCOC(=O)c1c(Cl)c2c(n1Cc1ccc(C)cc1)-c1oncc1CC2	98	111	.	97
64	O=C(CC(=O)c1ccccc1)Nc1cccc([N+](=O)[O-])c1	111	109	115	95
65	Cc1cn([C@H]2CC=C(CO)O2)c(=O)[nH]c1=O	93	99	98	98
66	CC(N)C(=O)NC(CC(=O)O)C(=O)O (configuration not stated)	101	91	85	97
67	O=C(CSC(=S)n1cnc2ccccc21)Nc1ccccc1	87	95	93	96
68	Cc1ccc(CC(=S)N2CCOCC2)cc1	98	101	98	94
69	Cn1c(=O)c2[nH]c(SCC(=O)c3ccc([N+](=O)[O-])cc3)nc2n(C)c1=O	105	105	112	100
70	O=C(O)C1CC(c2ccccc2)=NN1/C=c1\sc2ncnn2c1=O (configuration not stated)	99	114	96	100
71	O=[N+]([O-])CC(O)c1ccccc1Cl (configuration not stated)	90	69	120	86
72	CCCCCCCCCCCCCCCCCC1OCC(COC(=O)O[C@]2(CC)C(=O)OCc3c2cc2n(c3=O)Cc3cc4ccccc4nc3-2)O1 (some centres not stated)	60	96	101	32

no.	SK-MEL-5	SK-MEL-2	MDA-MB-435	SK-MEL-28
61	105	.	105	106
62	-94*	-74*	-44*	-45*
63	109	92	102	116
64	106	107	101	109
65	100	103	105	107
66	95	95	100	98
67	100	96	108	111
68	100	104	100	100
69	.	116	107	110
70	101	93	105	109
71	91	123	110	93
72	85	116	93	111

20 entries out of the list, arranged by formula weight, highest first.
no.	Compound	LOX IMVI	UACC-257	MALME-3M	UACC-62
72	CCCCCCCCCCCCCCCCCC1OCC(COC(=O)O[C@]2(CC)C(=O)OCc3c2cc2n(c3=O)Cc3cc4ccccc4nc3-2)O1 (some centres not stated)	60	96	101	32
58	Cc1ccc(Oc2nc(SCC(=O)Nc3nc4ccc(C)cc4s3)nc(-c3ccccc3)c2C#N)cc1	91	115	107	81
56	Nc1nc(-c2cc(C(c3ccccc3)c3ccccc3)nc(N)n2)cc(C(c2ccccc2)c2ccccc2)n1	90	90	88	91
55	Cc1cc(=O)oc2cc(OCCOc3ccc(/C=C/C(=O)Nc4ccc(F)c(Cl)c4)cc3)ccc12	91	104	93	93
62	NC1CCC(Nc2nc(NCc3cc(Cl)ccc3O)c3ncn(C4CCCC4)c3n2)CC1 (configuration not stated)	-74*	-59*	-65*	-59*
59	Cc1cccc(-c2ccc3c4c(cccc24)C(=O)N(c2nc4ccccc4s2)C3=O)c1	94	101	76	82
54	Cn1cc(-c2nonc2-c2cn(C)c3ccc(Br)cc23)c2ccccc21	31	49	30	22
51	O=C1NC(=O)/C(=C/N2N=C(c3ccc(Cl)cc3)CC2c2ccc(F)cc2)S1 (configuration not stated)	80	111	111	88
69	Cn1c(=O)c2[nH]c(SCC(=O)c3ccc([N+](=O)[O-])cc3)nc2n(C)c1=O	105	105	112	100
63	CCOC(=O)c1c(Cl)c2c(n1Cc1ccc(C)cc1)-c1oncc1CC2	98	111	.	97
50	NC(=O)NC(=O)/C=C\C(=O)OCCOC(=O)/C=C\C(=O)NC(N)=O	97	.	99	101
70	O=C(O)C1CC(c2ccccc2)=NN1/C=c1\sc2ncnn2c1=O (configuration not stated)	99	114	96	100

no.	SK-MEL-5	SK-MEL-2	MDA-MB-435	SK-MEL-28
72	85	116	93	111
58	98	108	97	107
56	100	109	103	104
55	98	103	98	94
62	-94*	-74*	-44*	-45*
59	94	107	98	101
54	37	33	-20*	56
51	80	107	102	112
69	.	116	107	110
63	109	92	102	116
50	109	99	111	125
70	101	93	105	109

no.	Compound	LOX IMVI	UACC-257	MALME-3M	UACC-62
67	O=C(CSC(=S)n1cnc2ccccc21)Nc1ccccc1	87	95	93	96
53	O=c1[nH]c(NC2CCCC2)nc2sc3c(c12)CCCC3	99	.	102	97
60	COc1ccc(Cn2c(C)cc3c2CSCC3=O)cc1	73[100 µM]	90[100 µM]	95[100 µM]	46[100 µM]
64	O=C(CC(=O)c1ccccc1)Nc1cccc([N+](=O)[O-])c1	111	109	115	95
68	Cc1ccc(CC(=S)N2CCOCC2)cc1	98	101	98	94
65	Cc1cn([C@H]2CC=C(CO)O2)c(=O)[nH]c1=O	93	99	98	98
61	CN1CCC(=C(C#N)C#N)CC1	93	145	.	92
52	Cc1ccc(N=C(N)N)cc1	96	71	100	96

no.	SK-MEL-5	SK-MEL-2	MDA-MB-435	SK-MEL-28
67	100	96	108	111
53	101	92	90	111
60	42[100 µM]	121[100 µM]	66[100 µM]	81[100 µM]
64	106	107	101	109
68	100	104	100	100
65	100	103	105	107
61	105	.	105	106
52	105	103	108	115
